Screens (PubChem)
PTHR1 ag – agonists of human PTHR1 parathyroid hormone receptor; Q03431; HEK293 GP2 PTHR1 cells, GloSensor cAMP luminescence, 1 h; Potency, µM (series often up to 115 µM), for the others: at the top dose activation, hits mostly activators; 410,000 tested, 0.075% active; note: potency is the fitted concentration of half-maximal effect; nearly all actives have a fitted effect of over 55% in size; some results filed as inactive show a strong effect at the top dose; inactives centre near -15; many of its hits are not listed in these tables
Target sequence (Q03431 whole entry, looked up): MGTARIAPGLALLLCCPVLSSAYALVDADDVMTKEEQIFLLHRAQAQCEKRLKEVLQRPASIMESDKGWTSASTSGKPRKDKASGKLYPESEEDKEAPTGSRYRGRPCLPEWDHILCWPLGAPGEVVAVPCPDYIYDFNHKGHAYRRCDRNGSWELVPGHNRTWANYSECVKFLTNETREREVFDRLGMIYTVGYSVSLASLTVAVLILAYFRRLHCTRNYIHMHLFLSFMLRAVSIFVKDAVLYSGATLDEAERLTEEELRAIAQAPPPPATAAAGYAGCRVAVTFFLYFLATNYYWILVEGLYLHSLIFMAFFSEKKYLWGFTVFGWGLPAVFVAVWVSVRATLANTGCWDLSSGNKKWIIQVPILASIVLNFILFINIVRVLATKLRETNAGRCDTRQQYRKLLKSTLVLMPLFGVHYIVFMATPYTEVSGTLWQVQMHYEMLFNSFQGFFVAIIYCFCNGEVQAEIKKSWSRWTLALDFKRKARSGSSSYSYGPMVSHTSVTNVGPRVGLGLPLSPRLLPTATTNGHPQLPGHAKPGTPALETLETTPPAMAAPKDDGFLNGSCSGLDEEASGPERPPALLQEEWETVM
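HEK-293-derived GP2 cells expressing PTHR1 and a GloSensor cAMP reporter, 3,000/well, plated overnight, given luciferin plus IBMX (each 0.5 mM as added) for 1 h at 37 °C, then compound for 1 h at 37 °C. Luminescence was read after 15 min at room temperature.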
D3 ag – agonists of human D3 dopamine receptor. max activation, %. D3R DiscoveRx beta-arrestin cells, luminescence, 90 min. P35462. 410,000 tested, 0.58% active; in the data active = max activation above about 30%; note: 0% is about no effect; mostly tested at two doses, the higher about 12 µM
Target sequence (P35462 whole entry, looked up): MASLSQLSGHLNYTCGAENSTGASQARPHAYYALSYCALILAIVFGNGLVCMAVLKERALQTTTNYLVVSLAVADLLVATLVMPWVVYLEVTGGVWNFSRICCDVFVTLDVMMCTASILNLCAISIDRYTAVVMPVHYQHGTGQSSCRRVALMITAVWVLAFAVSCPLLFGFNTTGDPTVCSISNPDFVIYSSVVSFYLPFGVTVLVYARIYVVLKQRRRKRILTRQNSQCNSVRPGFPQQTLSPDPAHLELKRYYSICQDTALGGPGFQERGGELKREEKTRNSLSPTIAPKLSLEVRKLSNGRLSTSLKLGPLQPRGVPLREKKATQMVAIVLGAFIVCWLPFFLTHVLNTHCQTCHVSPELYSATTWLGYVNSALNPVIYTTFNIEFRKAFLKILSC
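Agonist mode: compounds and dopamine controls were applied to plated cells for 90 min at 37 degrees C after an overnight attachment at 1500 cells/well. Luminescent read-out followed 30 - 60 minutes at room temperature with DiscoveRx detection reagent.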
EPAC2 ag – EPAC2 (human) agonism; Potency, µM (highest dose often 154 µM), for inactives: at the highest dose activation, actives largely listed as activators; Q8WZA2; EPAC2 activation, biochemical qHTS; response scale: 100% = 6.5 mM cAMP response; 360,000 tested, 0.079% active; note: potency is the fitted concentration of half-maximal effect; nearly all actives have a fitted effect of over 50% in size
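Guanine nucleotide exchange by EPAC2 is measured as reduced fluorescence of BODIPY-GDP once it is released from 250 nM Rap1B. Plates are read kinetically for 30 min at room temperature; results are scaled to 6.5 mM cAMP.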
EPAC2 antagonist – antagonists of human EPAC2. Q8WZA2. EPAC2 GEF exchange of Rap1B-BODIPY-GDP, fluorescence. Potency, µM (doses to about 114 µM), for inactives: at the top dose activity, negative = inhibition, actives largely listed as inhibitors. 360,000 tested, 0.18% active; note: potency is the fitted concentration of half-maximal effect; % is set by controls: 0 for no effect and ±100 for the full control effect; nearly all actives have a fitted effect of over 45% in size; many of its hits are not listed in these tables
DRD3 antagonist – antagonists of human D3 dopamine receptor | P35462 | D3R cells, DiscoveRx beta-arrestin luminescence, antagonist mode; stronger effect = lower value | max response, negative = inhibition, % | 360,000 tested, 2.5% active | AID 652054; in the data active = max response below about -50%; inconclusive = no clear call, values can overlap the other calls; note: % is set by controls: 0 for no effect and ±100 for the full control effect; mostly tested at two doses, the higher about 12 µM
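Cells expressing the human receptor were seeded at 1500 cells/well, incubated overnight at 37 degrees C in 5% CO2, then exposed to library compounds with dopamine controls for 90 minutes at 37 degrees C before luminescent detection.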
Akt phos inh – Akt phosphorylation inhibition | activity change, % for hits at 50 µM | Neuro2A IGF-stimulated pAkt S473 HTRF, 20 min; stronger effect = lower value | 360,000 tested, 0.32% active; in the data active = activity change below about -80%; inconclusive = mostly about -51% to -80%; note: % is set by controls: 0 for no effect and ±100 for the full control effect
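Neuro2A cells in DMEM with 0.5% FBS, overnight at 37 deg C, given compound at single 50 µM final, then IGF (6 nM final) for 20 min at 37 deg C. Lysed; phospho-Akt Ser473 by HTRF after 24 h, 665/615 ratio.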
MmCpn inh – M. maripaludis TRiC chaperonin inhibition; purified Mm-Cpn ATPase, ADP Transcreener TR-FRET; Potency, µM (titrated, usually from 76.9 µM), for inactives: at the highest dose activity, negative = inhibition, usual class: inhibitors; 330,000 tested, 0.031% active; note: potency is the fitted concentration of half-maximal effect; % is set by controls: 0 for no effect and ±100 for the full control effect; nearly all actives have a fitted effect of over 80% in size
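ATPase turnover read by TR-FRET ADP competition (Eu cryptate antibody/ADP-d2, 665/590 nm): 10uM ATP final, 25nM Mm-CPN final, 30 min 37degC after 10-min compound preincubation, pH 7.4 Tris/KCl/MgCl2/DTT buffer.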
CCT chaperon mod – cytosolic chaperonin activity modulation. purified chaperonin ATPase assay, HTRF ADP detection, 30 min. activity change, % (concentration not given with the values), hits read low. 360,000 tested, 0.3% active. AID 651819; in the data active = activity change below about -30%; note: % is set by controls: 0 for no effect and ±100 for the full control effect
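First, chaperonin was dispensed at 40 nM or 20 nM final depending on batch activity. Next, compounds were pinned at 76 uM and ATP added at 10 uM. After 30 min at 37 °C, ADP detection reagents ran 30 min at ambient temperature.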
* = called active by the depositor; i = inactive; ? = inconclusive; . = not tested or not shown; & = joins results of further samples; [ ] = remark or other dose. Unless noted, calls come from the whole dose curve; as a rule, active = well fitted curve in the direction sought with a large enough effect; inconclusive = small, poorly fitted or top-dose-only effect, or another doubt; inactive = no such curve, though single readings can be large; an effect the other way counts as inactive or inconclusive. Only part of the results is shown, so the mix of outcomes need not match the whole.

entry | canonical_smiles | PTHR1 ag | D3 ag | EPAC2 ag | EPAC2 antagonist
1 | Cc1ccc(CSc2nc3ccccc3c(=O)n2C)cc1 | -17% | 10 | 11% | -18%
2 | S=C(NCCN1CCOCC1)Nc1ccc(Br)cc1 | -24% | -2 | 14% | -1%
3 | COc1ccc(C(C(=O)NC2CCCC2)N(C(=O)c2snc(-c3ccc(F)cc3)c2N)c2ccc(F)cc2)cc1 (configuration not stated) | i | -7 | -12% | 20%
4 | Cc1ccc(CNS(=O)(=O)c2ccc(Cl)s2)cc1 | -12% | 4 | 8% | -2%
5 | COC(=O)[C@@]1(Cc2ccc(F)cc2)[C@H]2c3cc(C(=O)N(C)C)n(Cc4ccc(C)c(F)c4F)c3C[C@H]2CN1C(=O)c1ccccc1 | -25% | 1 | 4% | -5%
6 | Cc1ccc(OCC(=O)N/N=C\c2c(C)[nH]n(-c3ccccc3)c2=O)c([N+](=O)[O-])c1 | i | 3 | 4% | 2%
7 | COc1ccc2oc(C(=O)N(CC(C)C)C3CCS(=O)(=O)C3)c(C)c2c1 (configuration not stated) | -8% | 7 | 2% | -9%
8 | CCN(CC)c1ccc(S(=O)(=O)N2CCOCC2)cc1NC(=O)CN1CCc2ccccc2C1 | -22% | -6 | 4% | -1%
9 | CNC(=O)C1(C)Cc2c(-c3ccc(NC(C)=O)cc3)ccnc2O1 (configuration not stated) | i | 3 | 10% | 17%
10 | CNc1c(NS(=O)(=O)c2ccc3c(c2)CCCC3)c(=O)oc2ccccc12 | -12% | 3 | 7% | 1%

entry | DRD3 antagonist | Akt phos inh | MmCpn inh | CCT chaperon mod
1 | 5 | i | 2% | -3.3
2 | -8 | i | -1% | -0.8
3 | -7 | i | 1% | 1.9
4 | -22 | i | . | -1.0
5 | 36 | i | . | -0.5
6 | 3 | i | 0% | 0.9
7 | 5 | i | -1% | -0.8
8 | -11 | i | -2% | -0.2
9 | 6 | i | . | -0.1
10 | 17 | i | 1% | -0.6

(next part)
entry | canonical_smiles | PTHR1 ag | D3 ag | EPAC2 ag | EPAC2 antagonist
11 | Cc1ccccc1NC(=O)C1CCCN(c2nnc(N3CCCC3=O)s2)C1 (configuration not stated) | i | -10 | -8% | 10%
12 | CN(C)c1ccc(N=Nc2ccccc2C(=O)OCC(=O)N2CCCCCC2)cc1 | 7% | -6 | -1% | ?
13 | CCN1CCN(C(=S)Nc2ccc([N+](=O)[O-])cc2)CC1 | -8% | -9 | -3% | 10%
14 | COc1cc(CN2CCC(Cc3ccccc3)CC2)cc(OC)c1OC | -12% | -19 | 18% | 7%
15 | Cc1ccccc1NC(=O)c1sc(NC(=O)C2CC2)nc1C | i | 2 | 1% | 8%
16 | O=C(O)c1ccc(Cl)c(S(=O)(=O)NCc2ccco2)c1 | -13%[57.5 µM] | -12 | 2% | 1%
17 | Cc1ccc(OCCCC(=O)N2CCOCC2)c(C)c1 | -9% | 2 | -3% | 10%
18 | Cc1cccc(C(=O)NNC(=O)CSc2nnc(C3CC3)n2C)c1 | -14% | -8 | 10% | -9%
19 | COc1ccc(NC(=O)CN(C)C(=O)c2ccc(N3CCCCC3)c([N+](=O)[O-])c2)cc1 | -8% | -15 | 1% | -11%
20 | Cc1ccc(N(C)S(=O)(=O)c2ccc3[nH]cc(C(=O)NCCCN4CCOCC4)c(=O)c3c2)cc1C | i | -5 | 3% | -18%

entry | DRD3 antagonist | Akt phos inh | MmCpn inh | CCT chaperon mod
11 | -30 | i | 1% | 4.9
12 | 5 | i | 1% | -0.5
13 | -27 | i | 0% | -0.5
14 | ? | i | -24% | -1.1
15 | 18 | i | -7% | -2.1
16 | -16 | i | -2% | -4.5
17 | 4 | i | 4% | 1.1
18 | -12 | i | 0% | -0.7
19 | -13 | i | -3% | -2.3
20 | 3 | i | -2% | 0.1

Part of the list above in a different format:
#14 COc1cc(CN2CCC(Cc3ccccc3)CC2)cc(OC)c1OC
#15 Cc1ccccc1NC(=O)c1sc(NC(=O)C2CC2)nc1C
#16 O=C(O)c1ccc(Cl)c(S(=O)(=O)NCc2ccco2)c1
#17 Cc1ccc(OCCCC(=O)N2CCOCC2)c(C)c1
#18 Cc1cccc(C(=O)NNC(=O)CSc2nnc(C3CC3)n2C)c1

compound no.	14	15	16	17	18
PTHR1 ag	-12%	i	-13%[57.5 µM]	-9%	-14%
D3 ag	-19	2	-12	2	-8
EPAC2 ag	18%	1%	2%	-3%	10%
EPAC2 antagonist	7%	8%	1%	10%	-9%
DRD3 antagonist	?	18	-16	4	-12
Akt phos inh	i	i	i	i	i
MmCpn inh	-24%	-7%	-2%	4%	0%
CCT chaperon mod	-1.1	-2.1	-4.5	1.1	-0.7

The listing continues.
entry | canonical_smiles | PTHR1 ag | D3 ag | EPAC2 ag | EPAC2 antagonist
21 | COC(=O)[C@H](Cc1ccccc1)NC(=O)c1ccc2ccccc2n1 | i | -11 | 12% | ?
22 | CCCCC(C(=O)NC(C)(C)C)N(Cc1ccco1)C(=O)c1snc(C(N)=O)c1N (configuration not stated) | i | 5 | 6% | -5%
23 | CCCOc1ccc(CC2CCC(=O)NC2=O)cc1 (configuration not stated) | i | 0 | -5% | 3%
24 | Cc1cc(C(=O)NCC(=O)OCC(=O)N(C(C)C)C(C)C)ccc1[N+](=O)[O-] | -24% | 3 | -4% | -3%
25 | O=C(Nc1cccnc1)c1cc(-c2cccc(Cl)c2)on1 | -14% | 2&-23 | 2% | -4%
26 | COc1ccc2nc(SCC(=O)/C(C#N)=C(\C)N)[nH]c2c1 | -30% | 5 | -7% | 8%
27 | O=C1CCC(/C=C/c2ccccc2)=NN1Cc1ccc(Cl)c(Cl)c1 | i | 9 | -1% | -3%
28 | Oc1ccc(Nc2nc(-c3cccnc3)cs2)cc1 | -7% | -4 | 18% | -1%
29 | O=C(CCNS(=O)(=O)c1ccccc1)N1CCN(c2ccccc2)CC1 | -14% | 4 | -2% | 7%
30 | Cc1c(/C(O)=C2\C(=O)C(=O)N(CCN(C)C)C2c2ccccc2)cnn1-c1ccccc1 (configuration not stated) | i | -16 | 7% | -8%

entry | DRD3 antagonist | Akt phos inh | MmCpn inh | CCT chaperon mod
21 | -9 | i | 0% | -2.0
22 | 13 | i | -2% | -2.2
23 | 12 | i | 2% | 1.6
24 | 14 | i | -1% | 1.0
25 | 8 | i | 4% | -2.0
26 | 28 | i | 2% | -2.0
27 | -3 | i | -1% | 0.7
28 | -23 | i | -2% | -5.1
29 | 2 | i | 0% | -3.5
30 | 0 | i | ? | -1.8

More records follow.
entry | canonical_smiles | PTHR1 ag | D3 ag | EPAC2 ag | EPAC2 antagonist
31 | COc1ccc(O)c(-c2cc(-c3ccccc3Cl)[nH]n2)c1 | -19% | -4 | 16% | -28%
32 | Cc1ccc(C(=O)N(CC(C)C)c2c(N)n(Cc3ccccc3)c(=O)[nH]c2=O)o1 | 15% | 2 | 7% | -4%
33 | Cc1cc(C)c(NC(=O)CCCN2CCOCC2)c(C)c1 | i | 1 | 12% | -4%
34 | Cc1cc(S(=O)(=O)N2CCOCC2)ccc1OCC(=O)NCCN1CCOCC1 | -7% | -15 | 9% | 0%
35 | CCOC(=O)C1CCCN(C(=O)CCCn2c(=O)c3cccn3c3cccnc32)C1 (configuration not stated) | 13% | 1 | 10% | 7%
36 | CC1CN(CC(O)c2ccc(Br)cc2)CCO1 (configuration not stated) | i | 2 | 8% | 3%
37 | O=S(=O)(c1ccc(F)cc1)N1CCN(C(=S)NCc2ccco2)CC1 | -17% | 2 | -1% | -9%
38 | CCCCNC(=O)C(Cc1ccccc1)NS(=O)(=O)c1ccc2c(c1)c(=O)n(C)c(=O)n2C (configuration not stated) | -66%[inhibitor] | -8&2 | 1% | 5%
39 | Cc1ccc(-c2csc3nc(CN(C)Cc4ccccc4)[nH]c(=O)c23)cc1 | -75%[inhibitor] | -7 | 4% | 9%
40 | COc1cc(-c2cc3nc(NCc4cccc(Cl)c4)ccn3n2)cc(OC)c1OC | -57%[inhibitor] | 13 | 6% | 2%

entry | DRD3 antagonist | Akt phos inh | MmCpn inh | CCT chaperon mod
31 | 0 | i | 2% | 0.4
32 | 0 | i | 4% | 3.6
33 | -10 | i | 0% | -2.5
34 | 7 | i | 0% | -3.8
35 | -21 | i | -1% | -2.2
36 | 1 | i | . | -2.6
37 | -17 | i | -2% | 1.9
38 | -9 | i | 3% | 0.5
39 | 3 | i | ? | 0.0
40 | 7 | i | . | -1.6

Next part
entry | canonical_smiles | PTHR1 ag | D3 ag | EPAC2 ag | EPAC2 antagonist
41 | Cc1cc(C)cc(NC(=S)N2CCCC2)c1 | i | -13 | 0% | 1%
42 | Cc1ccc(S(=O)(=O)N(C)C)cc1NC(=O)COC(=O)C1CC(=O)N(c2ccc3c(c2)OCCO3)C1 (configuration not stated) | -9% | -22 | 8% | -3%
43 | CN(C)C(C)(C)C#CCC(c1ccccc1)c1ccccc1 | -4% | -25 | 1% | 3%
44 | COc1ccc(NC(=O)c2cc3cccc(OC)c3oc2=Nc2ccc(C(=O)O)cc2)cc1OC | -4% | 15 | 0% | 16%
45 | CC1CCCC(C)N1C(=O)CN1c2cccc3cccc(c23)S1(=O)=O (configuration not stated) | -96%[inhibitor] | -15 | 5% | -4%
46 | C=CCn1c(SCC(=O)Nc2ccccc2)nc2scc(-c3cccs3)c2c1=O | -19% | 1 | 12% | -3%
47 | CCC(C)C(NC(N)=O)C(=O)Nc1ccc(S(=O)(=O)Nc2ccc(OC)cc2)cc1 (configuration not stated) | i | -1 | 9% | 1%
48 | Cc1ccc2c(CN3CCN(c4ccccc4F)CC3)cc(=O)oc2c1 | -7% | 6 | 8% | -7%
49 | O=C(c1cn(-c2ccccc2)nc1-c1ccc(F)cc1)N1CCCCC1 | -15% | 1 | 3% | -1%
50 | Cc1ccc(Cn2cc(CN3CC(N4CCSCC4)CS3(=O)=O)nn2)cc1 (configuration not stated) | i | 1 | -2% | 7%
51 | CCOC(=O)N1CCN(C(=O)CCCCCn2c(=S)[nH]c3ccsc3c2=O)CC1 | -4% | 3 | 0% | 21%

entry | DRD3 antagonist | Akt phos inh | MmCpn inh | CCT chaperon mod
41 | -6 | i | -2% | 0.8
42 | -10 | i | 2% | 0.8
43 | ? | i | 1% | -3.3
44 | 22 | i | 1% | 1.5
45 | -2 | i | -2% | -0.5
46 | 13 | i | -4% | 0.4
47 | 6 | i | -2% | 2.2
48 | -9 | i | . | 0.7
49 | -5 | i | -4% | -1.3
50 | 15 | i | . | 1.5
51 | -7 | i | 2% | -1.8
